G9a inh = inhibitors of human histone lysine methyltransferase G9a | Q96KQ7 | G9a H3K9 monomethylation, AlphaScreen, 2 h | Potency, µM (doses to about 102 µM), for inactives: at the top dose activity, negative = inhibition, actives largely listed as inhibitors | actives 8.8% (n = 350,000); also: potency is read from the fitted curve at half-maximal effect; % is scaled to controls: 0 for no effect and ±100 for the full control effect; nearly all actives have a fitted effect of over 75% in size
Target sequence (Q96KQ7 913-1193 limits assumed): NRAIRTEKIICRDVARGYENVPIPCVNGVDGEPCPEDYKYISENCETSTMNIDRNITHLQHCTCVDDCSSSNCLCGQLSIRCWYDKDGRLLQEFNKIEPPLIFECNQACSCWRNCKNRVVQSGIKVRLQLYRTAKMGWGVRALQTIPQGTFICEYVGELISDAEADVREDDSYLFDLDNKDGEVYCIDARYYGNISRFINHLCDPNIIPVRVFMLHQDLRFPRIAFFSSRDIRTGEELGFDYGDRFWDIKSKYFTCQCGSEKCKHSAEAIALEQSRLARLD
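Using a bead-based AlphaScreen, monomethylated H3K9 product from 2 h room-temperature reactions (G9a 20 nM, peptide 500 nM, SAM 20 uM) was detected with 0.5 ug/mL rabbit anti-H3K9me1 antibody.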
GLS inhibitor = blocks human kidney-isoform glutaminase activity. GLS enzymatic activity, qHTS titration. AID 624170. actives 0.21% (n = 410,000). Potency, µM (titrated, usually from 45.5 µM), inactives show at the top dose activity change, negative = inhibition, usual class: inhibitors; also: potency is read from the fitted curve at half-maximal effect; % is scaled to controls: 0 for no effect and ±100 for the full control effect
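hKGA in 45 mM KH2PO4 (pH 8.2), 0.02% Tween-20 with compound, then 1mM L-Glutamine (stock as added) plus glutamate oxidase/HRP/Amplex red coupling mix. Fluorescence read initially and after 30 min at RT; signal change reflects glutamate formation.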
ERG Ets-DNA blk = ERG Ets/DNA interaction inhibition; fluorescence polarization, His-ERG Ets domain / labelled DNA; Potency, µM (highest dose often 76.9 µM), for the others: top-dose FP activity, negative = inhibition, usual class: inhibitors; actives 0.028% (n = 370,000); AID 624246; active = well fitted inhibition curve with a large enough effect in the polarisation, with a control signal flat; inconclusive = small, poorly fitted or top-dose-only effect, or effect the other way, or a change in a side signal; inactive = no such curve, though single readings can be large or run the other way; the % refers to the polarisation;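 also: polarization taken with two DNA probes labelled with fluorescein and Texas red; potency is read from the fitted curve at half-maximal effect; % of control where 0% means no effect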
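His-tagged ERG Ets domain (1 uM in the protein solution; 300mM KCl, 50mM Tris-HCl, 1mM EDTA, 1mM DTT, pH 7.5) received compound, then a probe mix of 5 nM fluorescein-DNA and 100nM Texas-615-DNA. Fluorescence polarization was read for both dyes.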
PI4K2A inh = PI4K2A (human) kinase inhibition; Q9BTU6; purified PI4K2A, ADP-Glo luminescence, 1 h; active compounds read low; activity change, negative = inhibition, % at 76.9 µM; actives 0.13% (n = 420,000); AID 1346378; in the data active = activity change below about -50%; inconclusive = mostly about -30% to -49%;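 also: -100% = wells without enzyme as full effect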
Target sequence (Q9BTU6 whole entry, looked up): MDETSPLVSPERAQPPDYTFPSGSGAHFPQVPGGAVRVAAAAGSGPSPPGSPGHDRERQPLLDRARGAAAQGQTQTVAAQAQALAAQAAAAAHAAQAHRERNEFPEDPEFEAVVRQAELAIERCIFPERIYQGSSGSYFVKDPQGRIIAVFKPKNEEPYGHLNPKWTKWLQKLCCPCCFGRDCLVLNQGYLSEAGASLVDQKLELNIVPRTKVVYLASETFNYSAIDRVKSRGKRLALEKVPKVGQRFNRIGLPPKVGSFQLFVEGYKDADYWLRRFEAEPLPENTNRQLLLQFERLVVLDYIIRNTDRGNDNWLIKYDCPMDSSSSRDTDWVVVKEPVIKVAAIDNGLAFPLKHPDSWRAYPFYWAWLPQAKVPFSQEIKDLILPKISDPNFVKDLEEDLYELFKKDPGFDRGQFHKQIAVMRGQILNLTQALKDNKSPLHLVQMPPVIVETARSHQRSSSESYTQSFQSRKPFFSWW
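ADP-Glo luminescence measured ADP generated by PI4K2A enzyme (4 ug/mL before mixing) with 1.2 mM PI substrate (pre-mix) and 300 microM ATP (pre-mix). Tris pH7.5 buffer with MgCl2, Triton X-100; 1 h reaction at ambient temperature.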
JMJD2A Tudor = blocks the human JMJD2A Tudor domain. AlphaScreen JMJD2A-Tudor / H3K4me3 peptide binding. Potency, µM (highest dose often 114 µM), inactives show top-dose activity change, negative = inhibition, hits mostly inhibitors. actives 4.4% (n = 390,000); also: potency is read from the fitted curve at half-maximal effect; % is scaled to controls: 0 for no effect and ±100 for the full control effect; nearly all actives have a fitted effect of over 50% in size
HP1b chromo inh = blocks HP1-beta chromodomain binding to methylated histone tails; P83916; AlphaScreen HP1-beta / biotin-H3K9me3 peptide binding; Potency, µM (series often up to 114 µM), for inactives: at the top dose activity change, negative = inhibition, hits mostly inhibitors; actives 0.56% (n = 390,000); AID 540317; also: potency is read from the fitted curve at half-maximal effect; nearly all actives have a fitted effect of over 70% in size; inactives centre near 23
Target sequence (P83916 whole entry, looked up): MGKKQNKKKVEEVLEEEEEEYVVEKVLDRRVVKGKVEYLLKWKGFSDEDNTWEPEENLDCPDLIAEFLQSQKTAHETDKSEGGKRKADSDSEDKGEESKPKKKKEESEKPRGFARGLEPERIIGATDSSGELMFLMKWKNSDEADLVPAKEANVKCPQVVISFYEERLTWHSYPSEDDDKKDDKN
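Compound inhibition of the preformed complex between 50 nM HP1-beta and 50 nM biotinylated H3K9me3 peptide was read by AlphaScreen. Buffer was PBS pH 7.4 with 0.01% Tween-20. Incubations ran 30 min at room temperature, with 10 ug/mL donor/acceptor beads.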
BAZ2B block = BAZ2B (human) inhibition; Q9UIF8; AlphaScreen BAZ2B-H3K14Ac peptide displacement; Potency, µM (series often up to 114 µM), without a hit: at the top dose activity change, negative = inhibition, usual class: inhibitors; actives 4.4% (n = 360,000); also: potency is read from the fitted curve at half-maximal effect; % is scaled to controls: 0 for no effect and ±100 for the full control effect; nearly all actives have a fitted effect of over 60% in size
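Inhibition is scored as reduced AlphaScreen emission. The BAZ2B/b-H3(5-23)K14Ac complex (50 nM each) in PBS pH 7.4, 0.01% Tween-20 meets compound (up to 110 uM) for 30 min at RT before bead addition.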
RGS4 inh = inhibitors of human regulator of G protein signaling 4 | actives 0.039% (n = 390,000) | Potency, µM (highest dose often 114 µM), inactives show top-dose activity change, negative = inhibition, usual class: inhibitors | Transcreener GDP fluorescence polarization, RGS4-accelerated GTP hydrolysis; also: potency is read from the fitted curve at half-maximal effect; % is scaled to controls: 0 for no effect and ±100 for the full control effect; nearly all actives have a fitted effect of over 75% in size; some results filed as inactive show a strong effect at the top dose
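MLSMR compounds (23 nl, pin-transferred) preincubated 10 min at room temperature with a 500nM (2x) first reagent, then RGS4 at 900nM (2x) plus Transcreener GDP mix added; fluorescence polarization (620/688 nm) read before and after 90 min at 30 °C.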
12-LOX inh = ALOX12 (human) lipoxygenase inhibition; P18054; AID 1671190; Potency, µM (top dose mostly 108 µM), for inactives: top-dose activity change, negative = inhibition, usual class: inhibitors; actives 1.1% (n = 580,000); purified 12hLO, xylenol orange hydroperoxide absorbance; also: potency is read from the fitted curve at half-maximal effect; % is scaled to controls: 0 for no effect and ±100 for the full control effect
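Purified human 12hLO at 150 nM in 25 mM Hepes, 0.01% Triton X-100, pH 7.0, preincubated 15 min at room temperature with compound. Reaction started with 40 uM arachidonic acid, 30 min at room temperature. Hydroperoxide measured by Fe-xylenol orange, 573/405 nm absorbance ratio.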
* hit, by the source's call; u = inconclusive; x = no result given; & = joins results of further samples; [ ] = dose if it differs, or a comment. Unless noted, calls follow the shape of the dose curve; as a rule, active = well fitted curve in the direction sought with a large enough effect; inconclusive = small, poorly fitted or top-dose-only effect, or another doubt; inactive = no such curve, though single readings can be large; an effect the other way counts as inactive or inconclusive. These rows are one share of the data (hit frequency here may not be typical).

PI4K2A inh	ERG Ets-DNA blk	12-LOX inh	GLS inhibitor	G9a inh	BAZ2B block	JMJD2A Tudor	RGS4 inh	HP1b chromo inh	smiles
-3	4%	-9%	28%	u	-33%	-17%	-2%	6%	Cc1nc2c(n1O)CCC/C2=N\O
4	4%	0%	-7%	-17%[59 µM]	-1%	-7%	-12%	18%	CCOC(=O)C1=C(C)N(C)C(=O)NC1c1cc2c(cc1Br)OCO2 (stereo not drawn)
1	0%	1%	0%	14%	-2%	7%	3%	35%	COc1ccc(OC)c(/C=C/C(=O)NC2=NCCS2)c1
-4	8%	-9%	1%	1%[59 µM]	-5%	-13%	0%	26%	CN(C)C(CNC(=O)c1cccc(OC(F)F)c1)c1ccco1 (stereo not drawn)
-4	19%	3%	-2%	13%	-12%	16%	-40%	72%[activator]	COc1cc2ccccc2cc1C(=O)N/N=C/c1cccnc1
-2	-3%	15%	-1%	11%[12.7 µM]	3%	14%	1%	25%	COc1cccc(NC(=O)CN(C)C(=O)CCCc2nc3ccccc3c(=O)[nH]2)c1
-6	0%	u	-15%	x	50µM*	u	-24%	2%	Cc1ccc(NC(=O)CN2C(=O)S/C(=C\c3cc(C)n(-c4ccc(C(=O)O)cc4)c3C)C2=O)cc1
1	4%	u	-4%	18%[59 µM]	u	-23%	-26%	u	CCOC(=O)c1ccc2c(c1)n(CC)c(/C=C/N(C)c1ccccc1)[n+]2CC
2	-4%	u	-7%	10%	1%	-16%	-5%	55%[activator]	COc1ccc(NC(=O)Nc2c(C)noc2-c2ccccc2)cc1
4	1%	0%	-4%	-6%[59 µM]	12%	-11%[57.1 µM]	-31%[56.9 µM]	78%[activator]	CC(OC(=O)c1cccs1)C(=O)NCc1ccc2c(c1)OCO2 (stereo not drawn)
2	5%	24%&0%	5%	6%[59 µM]	-19%	-26%	-3%	20%	O=[N+]([O-])c1ccc2cn[nH]c2c1
-5	20%	u	-1%	17%[2.33 µM]	2%	-8%	u	16%	COc1ccc(C(C)=O)cc1COC(=O)c1c(C)nn(-c2ccccc2)c1C
3	-15%	35%[activator]	-2%	2%[59 µM]	-5%	-26%	12%	19%	CC(C)COc1ccc(C(=O)Nc2cc(S(=O)(=O)N3CCOCC3)ccc2N2CCCC2)cc1
0	3%	-13%	21%	-28%[12.7 µM]	-3%	-11%	39%	33%	O=S(=O)(Nc1ncnc2scc(-c3ccc(F)cc3)c12)c1cc(F)ccc1F
0	11%	-19%	3%	9%[0.501 µM]	-4%	-8%	0%	33%	Cc1ccc(CN2Cc3cccc4c3[C@@H](CC2=O)[C@H](O)[C@H](O)C4)cc1
2	-2%	2%	2%	6%	-8%	-27%	12%	5%	CCOC(=O)[C@@H]1[C@H]2COc3ccccc3[C@@H]2N2C(=O)N(c3ccc(Cl)cc3)C(=O)[C@@]12C
1	-1%	0%	-20%	19%[0.501 µM]	-2%	-18%	-26%	35%	COc1ccc(NC(=O)CN2CCN(c3ccc(C)cc3C)CC2)cc1
1	2%	u	5%	-5%[12.7 µM]	-38%	-12%[11.4 µM]	11%[11.4 µM]	u	N#Cc1c(NC(=O)CSc2n[nH]c(N)n2)oc(-c2ccccc2)c1-c1ccccc1
-2	9%	u	-2%	50µM*	u	u	-6%	16%	Cc1cc(C)c2c(CN3CCN(Cc4ccccc4)CC3)cc(=O)oc2c1C
7	5%	-11%	u	u	-32%	-8%	-5%	4%	Cc1ccc(/C=N/NC(=O)CSc2nc3ccccc3s2)o1
5	-3%	66%[activator]	-7%	-9%[59 µM]	-4%	-3%	-12%	24%	O=C(NNC(=O)c1ccco1)c1cccc([N+](=O)[O-])c1
-3	x	8%	33%[activator]	u	u	u	12%	8%	Cc1csc(/C(=N\O)c2csc(C)n2)n1
-5	4%	1%	0%	28%	-28%	1%	-8%	14%	CC1(C)Cc2ccccc2-c2nc3n(c(=O)c21)CCCS3
-10	-2%	-16%	-15%	-5%[59 µM]	u	-24%	-52%	-6%	O=C1C(Cc2c[nH]c3ccccc23)NC(=S)N1Cc1ccccc1 (stereo not drawn)
6	2%	-8%	-3%	x	x	-11%	-3%	20%	CCOc1ccccc1N1CC(C(=O)NC2CCCCCC2)CC1=O (stereo not drawn)
6	3%	-15%	15%	10%[0.501 µM]	4%	-8%	-19%	22%	O=C(Nc1ccc(Cl)c(S(=O)(=O)N2CCCCC2)c1)C1=COCCO1
-1	-6%	3%	0%	-3%	-5%	-17%[57.1 µM]	17%	17%	O=C(COC(=O)c1cccc(S(=O)(=O)N2CCc3ccccc32)c1)Nc1ncc(C(F)(F)F)cc1Cl
3	1%	18%	6%	7%	7%	2%	-11%	33%	COc1ccc(CN(C)C(=O)C2CSC3(C)CCC(=O)N23)cc1 (stereo not drawn)
-4	-2%	0%	-4%	5%[59 µM]	-27%	-25%	-13%	55%[activator]	COc1ccc(OC)c(CNS(=O)(=O)c2c(C(=O)N3CCCCCC3)c(C)n(C)c2C)c1
6	5%	-5%	-1%	19%	-15%[57.1 µM]	-5%	2%	52%[activator]	CCCN(CCC)CCCNC(=O)c1cn(C)c2ccc(S(=O)(=O)N(C)C3CCCCC3)cc2c1=O
-3	0%	-56%	16%	4%[59 µM]	-29%	-22%	-7%	50%	COc1ccc(C2/C=C\CN(CC3CC3)CC(=O)N2Cc2ccc(F)cc2)cc1 (stereo not drawn)
-1	-1%	u	1%	-35%[59 µM]	-5%	-26%	25%	4%	Cc1ccc(NS(=O)(=O)c2ccc3nc(-c4ccccc4)[nH]c3c2)cc1Cl
-14	5%	221%[activator]	1%	u	u	u	12%	-28%	CC1CC(C)CN(c2ccc(-n3cnnn3)cc2[N+](=O)[O-])C1 (stereo not drawn)
-4	0%	-7%	6%	3%[59 µM]	0%	-26%	-5%	13%	O=C(N/N=C/c1cn(-c2ccccc2)nc1-c1cccs1)c1ccc(Cl)cc1
-12	0%	0%	-1%	3%	-17%	3%	12%	39%[activator]	COC(=O)COc1cc(OCC(=O)OC)c2c(-c3ccccc3)cc(=O)oc2c1
11	7%	0%	3%	x	23%	25%	6%	61%	O=C(NCc1ccccc1)c1cccc(COc2ccc(Cl)cc2)c1

Sorted by SMILES length (lowest first): 7 of the compounds above
PI4K2A inh	ERG Ets-DNA blk	12-LOX inh	GLS inhibitor	G9a inh	BAZ2B block	JMJD2A Tudor	RGS4 inh	HP1b chromo inh	smiles
-2	9%	u	-2%	50µM*	u	u	-6%	16%	Cc1cc(C)c2c(CN3CCN(Cc4ccccc4)CC3)cc(=O)oc2c1C
6	3%	-15%	15%	10%[0.501 µM]	4%	-8%	-19%	22%	O=C(Nc1ccc(Cl)c(S(=O)(=O)N2CCCCC2)c1)C1=COCCO1
-4	0%	-7%	6%	3%[59 µM]	0%	-26%	-5%	13%	O=C(N/N=C/c1cn(-c2ccccc2)nc1-c1cccs1)c1ccc(Cl)cc1
1	2%	u	5%	-5%[12.7 µM]	-38%	-12%[11.4 µM]	11%[11.4 µM]	u	N#Cc1c(NC(=O)CSc2n[nH]c(N)n2)oc(-c2ccccc2)c1-c1ccccc1
6	5%	-5%	-1%	19%	-15%[57.1 µM]	-5%	2%	52%[activator]	CCCN(CCC)CCCNC(=O)c1cn(C)c2ccc(S(=O)(=O)N(C)C3CCCCC3)cc2c1=O
-1	-6%	3%	0%	-3%	-5%	-17%[57.1 µM]	17%	17%	O=C(COC(=O)c1cccc(S(=O)(=O)N2CCc3ccccc32)c1)Nc1ncc(C(F)(F)F)cc1Cl
2	-2%	2%	2%	6%	-8%	-27%	12%	5%	CCOC(=O)[C@@H]1[C@H]2COc3ccccc3[C@@H]2N2C(=O)N(c3ccc(Cl)cc3)C(=O)[C@@]12C

Additional records follow:
PI4K2A inh	ERG Ets-DNA blk	12-LOX inh	GLS inhibitor	G9a inh	BAZ2B block	JMJD2A Tudor	RGS4 inh	HP1b chromo inh	smiles
-2	x	-15%	-4%	33%[12.7 µM]	u	63µM*	-26%	47%[activator]	Cc1ccc(C(=O)N/N=C/c2nc3ccccc3n2C)cc1
1	5%	0%	-12%	0%	-1%	-27%	-7%	1%	COCCn1c(=O)c2c(nc3n2CCCN3Cc2ccccc2)n(C)c1=O
-1	6%	2%	5%	-48%	-10%	u	u	u	O=C(Nc1ccc(S(=O)(=O)N2CCCC2)cc1)C1CC(=O)N(c2ccccc2)C1 (stereo not drawn)
-1	1%	-1%	-1%	6%[59 µM]	0%	-5%	25%	19%	COC(=O)CNC(=O)c1cccs1
1	5%	0%	0%	u	-20%	-1%	-10%	16%	COc1ccc(-c2noc(C3CCCN(C(=O)c4c(F)cccc4F)C3)n2)cc1OC (stereo not drawn)
